High-throughput results as filed in PubChem BioAssay.
NCI-60 one-dose screen, 48 h, at 10 µM unless noted. Numbers give growth in % (100 = growth as untreated, 0 = no growth, -100 = all killed).
HS 578T: HS 578T breast cancer | hit rate 4.1% among 78,000 | AID 1794788
UACC-257: UACC-257 melanoma. hit rate 4.4% among 78,000. AID 1794764
MALME-3M: MALME-3M melanoma. hit rate 5.8% among 78,000
SK-MEL-5: SK-MEL-5 melanoma. hit rate 6.4% among 80,000. AID 1794755
SK-MEL-28: SK-MEL-28 melanoma; hit rate 4.1% among 81,000
SK-MEL-2: SK-MEL-2 melanoma; hit rate 4.7% among 77,000
LOX IMVI: LOX IMVI melanoma. hit rate 7.4% among 79,000
UACC-62: UACC-62 melanoma; AID 1794756; hit rate 5.4% among 81,000
The depositor's hits bear a star; . = no result given; & = joins results of further samples; [ ] = remark or other dose. Rule for the calls: active = growth percent below 10; inactive = the rest.

SMILES	HS 578T	UACC-257	MALME-3M	SK-MEL-5	SK-MEL-28	SK-MEL-2	LOX IMVI	UACC-62
CNC1=C([N+](=O)[O-])C(c2ccccc2Cl)C(C#N)=C(c2cccs2)O1 (configuration not stated)	103	107	103	103	121	120	99	100
N#Cc1c(-c2cn(-c3ccccc3)nc2-c2ccc(OCc3ccccc3)cc2)[nH]c(=O)[nH]c1=O	98	88	96	95	101	94	72	88
CC1=C(C)C(=O)C(Nc2ccc(C(=O)OC(C)(C)C)cc2)=CC1=O	90	77	81	81	101	85	43	74
CCCCCCNS(=O)(=O)c1ccccc1	106	88	91	105	97	99	94	100
CCn1cc(-c2ccnc(NCCNS(=O)(=O)c3cccc4ccccc34)c2)c(-c2cccc(O)c2)n1	95	109	109	96	107	111	111	97
CCCCNC(=O)c1[nH]cc(-c2ccc(OC)cc2)c1-c1cc(OC)c2c(c1OC)OCO2	79	93	83	78	88	93	88	63
CCCCSc1nc2sc3c(c2c(=O)n1-c1ccccc1)CCCCC3	103	93	100	95	108	97	100	87
C=C(C)C(=O)OCCC(C)OC (configuration not stated)	93	.	97	107	102	48	97	103
Cc1ccc(-c2nc(SCC(=O)c3ccc(Cl)cc3)[nH]c(=O)c2C#N)cc1	85	96	95	99	106	93	100	93
C1CNC(SCCOCCOCCSC2=NCCN2)=N1	121	.	86	100	104	106	91	105
CCOC(=O)c1cn(CCN2CCCCC2)c2nc(NCc3ccc(OC)c(OC)c3)nn2c1=O	101	.	109	102	109	99	101	93
COC(C)CCOC(=O)c1ccccc1C (configuration not stated)	100	98	97	101	110	.	96	103
O=C1NC(=O)C(CC(=O)n2cnc3ccccc32)C(=O)N1	104	100	103	102	107	107	96	96
CN1C(=O)CS/C1=N\NC(=O)Cn1nc(-c2ccccc2)ccc1=O	101	106	102	104	114	109	92	100
CC(=O)Nc1nc(N)nc(NC(C)=O)c1N=O	104	113	.	114	115	.	94	109
O=C1c2ccccc2C(=O)N1CCCI	101	.	107	101	108	98	96	97
O=c1oc2ccccc2cc1C1=NN(c2ccccc2)C(c2cn(-c3ccccc3)nc2-c2ccc(Br)cc2)C1 (configuration not stated)	91	95	86	101	105	98	94	88
C/C(=N/Nc1ccc([N+](=O)[O-])cn1)C(=O)O	112	104	99	118	99	105	94	98
COc1ccc(OC)c(C2=C(CN)C(O)N=C(Sc3cc(O)c(O)cc3C)N2)c1 (configuration not stated)	103	93	93	105	114	89	103	98
COCCOc1cc2ncnc(N3CCN(c4ncc(S(=O)(=O)N5CCCCC5)cn4)CC3)c2cc1OCCOC	114	101	94	102	112	105	87	95

Next section; it opens with the 2 that closed the last part.
SMILES	HS 578T	UACC-257	MALME-3M	SK-MEL-5	SK-MEL-28	SK-MEL-2	LOX IMVI	UACC-62
COc1ccc(OC)c(C2=C(CN)C(O)N=C(Sc3cc(O)c(O)cc3C)N2)c1 (configuration not stated)	103	93	93	105	114	89	103	98
COCCOc1cc2ncnc(N3CCN(c4ncc(S(=O)(=O)N5CCCCC5)cn4)CC3)c2cc1OCCOC	114	101	94	102	112	105	87	95
N=C1/C(=C/c2cc3ccccc3n3nnnc23)C(N)=NN1c1ccccc1	99	118	106	102	110	111	91	85
C[C@]12CC[C@@H]3c4ccc(O)c([N+](=O)[O-])c4CC[C@H]3[C@@H]1CC[C@@H]2NS(=O)(=O)c1cccc(Br)c1	62	49	31	26	50	.	.	35
Oc1ccccc1-c1cn2ccnc2c(-c2ccccc2O)n1	63	91	84	54	89	.	63	71
CC(C)C(=O)C(c1ccccn1)C(C)C (configuration not stated)	97	104	108	113	110	93	97	111
Cc1cc(C(O)(c2ccccc2)C(O)(c2ccccc2)c2ccc(-c3ccccc3)c(C)c2)ccc1-c1ccccc1 (configuration not stated)	115	98	109	94	104	89	78	83
Cc1c(-c2noc(-c3ccc([N+](=O)[O-])cc3)n2)no[n+]1[O-]	104	106	100	92	108	101	98	88
CCN(CC)c1cccc(S(=O)(=O)O)c1	.	105	122	105	110	92	.	119
COc1cc(-c2csc(NC(=O)Nc3cc(Cl)cc(Cl)c3)n2)cc(OC)c1OC	-18*	57	-31*	54	31	75	6.8*	-62*
O=C(N/N=C/c1occc1Br)c1[nH]c2ccc(Br)cc2c1-c1ccccc1	-28*	-68*	-95*	-98*	-97*	-89*	-100*	-95*
Cn1cnc2c(SCCO)ncnc21	100	90	108	98	106	103	99	94
c1ccc(-c2c3c(cn2CCN2CCOCC2)-c2oncc2CC3)cc1	104	124	95	102	98	105	98	92
COc1ccc(-c2cc(-c3ccc4c(c3)OCO4)n3c(n2)nc2ccccc23)cc1OC	103	113	125	25	109	88	109	91
CCCCCCC1OCCO1	95	105	88	102	107	109	101	117
COc1cc(NC(C)CN(CC(C)C)C(C)C)c2ncccc2c1 (configuration not stated)	115	100	104	.	122	113	95	106
COC(=O)/C=C/C(=O)c1cc(C)cc(C)c1O	112	100	96	104	102	99	98	106
Oc1ccc2ccccc2c1/C=N/Nc1ccccc1	101	90	112	85	105	77	54	41
O=C(OC1CCCC1)c1ccccc1Cl	92	109	102	108	107	.	97	99
ClC(Cl)c1nc(-c2cccnc2)n2nc(-c3ccccc3)cc2n1	52	96	-4.4*	36	73	88	.	48
N#C/C(=C\c1c[nH]c2ccccc12)C(N)=O	151	108	187	101	170	100	90	91
O=S(=O)(O)c1ccc2c(c1)Sc1cc(S(=O)(=O)O)ccc1O2	110	108	.	112	106	107	100	96

Quoted at random: 7 records from the list, in no set order.
SMILES	HS 578T	UACC-257	MALME-3M	SK-MEL-5	SK-MEL-28	SK-MEL-2	LOX IMVI	UACC-62
O=C(OC1CCCC1)c1ccccc1Cl	92	109	102	108	107	.	97	99
Cc1c(-c2noc(-c3ccc([N+](=O)[O-])cc3)n2)no[n+]1[O-]	104	106	100	92	108	101	98	88
COc1ccc(-c2cc(-c3ccc4c(c3)OCO4)n3c(n2)nc2ccccc23)cc1OC	103	113	125	25	109	88	109	91
CC(C)C(=O)C(c1ccccn1)C(C)C (configuration not stated)	97	104	108	113	110	93	97	111
CCN(CC)c1cccc(S(=O)(=O)O)c1	.	105	122	105	110	92	.	119
O=C(N/N=C/c1occc1Br)c1[nH]c2ccc(Br)cc2c1-c1ccccc1	-28*	-68*	-95*	-98*	-97*	-89*	-100*	-95*
ClC(Cl)c1nc(-c2cccnc2)n2nc(-c3ccccc3)cc2n1	52	96	-4.4*	36	73	88	.	48

One compound at a time, from the list above.
ClC(Cl)c1nc(-c2cccnc2)n2nc(-c3ccccc3)cc2n1 is listed with HS 578T: 52; UACC-257: 96; MALME-3M: -4.4*; SK-MEL-5: 36; SK-MEL-28: 73; SK-MEL-2: 88; LOX IMVI: .; UACC-62: 48
Cn1cnc2c(SCCO)ncnc21 is listed with HS 578T: 100; UACC-257: 90; MALME-3M: 108; SK-MEL-5: 98; SK-MEL-28: 106; SK-MEL-2: 103; LOX IMVI: 99; UACC-62: 94
Cc1cc(C(O)(c2ccccc2)C(O)(c2ccccc2)c2ccc(-c3ccccc3)c(C)c2)ccc1-c1ccccc1 (configuration not stated) is listed with HS 578T: 115; UACC-257: 98; MALME-3M: 109; SK-MEL-5: 94; SK-MEL-28: 104; SK-MEL-2: 89; LOX IMVI: 78; UACC-62: 83

The list continues.
SMILES	HS 578T	UACC-257	MALME-3M	SK-MEL-5	SK-MEL-28	SK-MEL-2	LOX IMVI	UACC-62
CCOC(=O)C1=CSC2=NC3=C(CCC/C3=C\c3ccc(Cl)cc3)C(c3ccc(Cl)cc3)N12 (configuration not stated)	92	86	103	85	99	106	75	82
Clc1ccc2c(-c3c4ccccc4cc4[nH]c5cc(Cl)ccc5c34)c[nH]c2c1	88	106	90	100	99	99	89	81
Nc1nc(N)nc(N/C=C/C(=O)O)n1	105	107	84	107	107	.	99	106
CCOC(OCC)C(=O)C(C#N)c1ccc(C#N)cc1 (configuration not stated)	102	88	102	99	109	113	112	93
COc1ccc(Cl)c(C(=O)O)c1	.	119	111	112	106	.	107	104
CC(C)=CCC/C(C)=C/COc1c2c(cc3occc13)OC1(C=C2)OC(CC/C(C)=C/COc2c3ccoc3cc3oc(=O)ccc23)C(C)(C)O1 (configuration not stated)	103	76	100	54	117	95	77	61
C[C@H]1[C@H](NC(=O)/C(=N/OC(C)(C)C(=O)O)c2csc(N)n2)C(=O)N1S(=O)(=O)O (stereo in doubt)	98	103	97	.	133	112	98	100
COc1ccc(-c2nn(-c3ccccc3)cc2C2SCC(=O)N2c2cccc(F)c2)cc1 (configuration not stated)	105	106	107	101	114	112	104	108
Nc1nc(SCC#CCCl)c2[nH]cnc2n1	74	50	.	30	73	57	28	44
O=C(Cn1cc(CN2CCN(c3ccnc4cc(Cl)ccc34)CC2)nn1)Nc1ccccc1	94	111	98	93	102	113	98	88
N#Cc1c(-c2ccccc2Br)cc(-c2ccncc2)[nH]c1=O	96	106	106	101	106	109	96	95
COC(=O)[C@@H](C)CNS(=O)(=O)N(c1cc(C(F)(F)F)cc(C(F)(F)F)c1)C1CCN(Cc2ccc(F)cc2)CC1	91	.	44	30	83	82	48	69
CCOC(=O)C1=C(C)NC(C)=C(C(=O)OCC)C1c1cccc(C#N)c1	84	99	98	101	105	110	92	80
O=[N+]([O-])c1ccc(Oc2cccc(C(F)(F)F)c2)c([N+](=O)[O-])c1	105	54	52	.	104	12	8.1*	34
CC(=O)OC1=C2C(CC3C4CC=C5CC(OC(C)=O)CCC5(C)C4CCC23C)C(C#N)(C#N)C(C#N)(C#N)C1 (configuration not stated)	.	91	101	98	98	115	91	104
O=C(O)c1ccc(-n2cc(C(=O)O)c(-c3ccc(O)cc3)n2)cc1	83	94	88	93	78	100	83	85
CC(COC(=O)c1ccccc1)[N+](=O)[O-] (configuration not stated)	99	92	108	.	113	97	106	98
CCCCCCCCCCCC(=O)Nc1ccccc1	94	102	96	101	112	107	95	98
O=C(OCc1nc2nc(Cl)nc(N3CCOCC3)c2[nH]1)N1CCNCC1	107	102	89	103	101	107	93	94
O=C(O)c1ccccc1-c1ccc([N+](=O)[O-])cc1Cl	91	95	94	105	104	112	94	102

As entered above:
Under SK-MEL-5, CC(=O)OC1=C2C(CC3C4CC=C5CC(OC(C)=O)CCC5(C)C4CCC23C)C(C#N)(C#N)C(C#N)(C#N)C1 (configuration not stated) shows 98
Under LOX IMVI, Clc1ccc2c(-c3c4ccccc4cc4[nH]c5cc(Cl)ccc5c34)c[nH]c2c1 shows 89

Other compounds
SMILES	HS 578T	UACC-257	MALME-3M	SK-MEL-5	SK-MEL-28	SK-MEL-2	LOX IMVI	UACC-62
CC/C=C\C/C=C\C[C@H](O)C/C=C1/C(=O)C=C[C@H]1C/C=C\CCC(=O)OC	69[8.25 µM]	.	42[8.25 µM]	25[8.25 µM]	22[8.25 µM]	66[8.25 µM]	-72*[8.25 µM]	4.5*[8.25 µM]
O=C(O)c1ccc(N2C(=O)/C(=C\c3ccc(-c4ccccc4F)o3)SC2=S)cc1O	97	102	97	100	109	107	98	100
COC(=O)c1ccc2oc(NC(=O)c3ccc(NCCc4ccccc4)c([N+](=O)[O-])c3)nc2c1	89	80	88	76	73	72	.	69
COc1ccc(C(=O)Oc2c(Cl)cc(Cl)cc2Cl)cc1	100	111	94	89	105	103	99	102
CS/C(=C\c1ccc(C(=O)c2ccc(C)cc2)n1C)S(C)=O (configuration not stated)	91	65[100 µM]	95	81	85	99	99	83
O=c1[nH]nc(-c2ccccc2NCc2ccccc2)c(=O)[nH]1	99	98	110	101	97	104	97	98
O=C(CSc1nnc(-c2ccc(NC(=O)c3cccnc3)cc2)o1)Nc1ccc([N+](=O)[O-])cc1	32	92	82	100	101	77	86	77
O=C1OC(c2ccc(-c3ccccc3)cc2)=C/C1=C/c1ccccc1	87	102	118	96	95	.	121	97
C=C(C)c1nc(C#N)c(NCc2ccncc2)o1	102	101	104	107	106	106	96	106
Nc1ccnn1-c1ccccc1	96	103	89	102	112	87	90	95
CS(=O)(=O)c1nccc(-c2c(-c3ccc(OCCN4CCCC4)cc3)nc3sccn23)n1	89	103	111	98	116	118	98	104
O=C1NC(=O)C2(CCCc3c([N+](=O)[O-])cccc32)N1 (configuration not stated)	120	97	115	107	114	105	97	112
Cc1nnc(NC/C=C/c2ccccc2)s1	105&122	97	100	102&101	103&104	122	98&96	104&104
Cc1ccc(S(=O)(=O)n2[nH]c(=O)cc2N)cc1	104	104	93	103	105	107	98	97
